Screens as filed in PubChem.
Gal4-VP16 FLuc – counter-screen for ROR gamma inhibitors: Gal4-VP16 reporter | Drosophila S2 Gal4-VP16 UAS-luciferase, luminescence, 20 h | Potency, µM (titrated, usually from 53.6 µM), inactives show top-dose activity, negative = inhibition, actives largely listed as inhibitors | 310,000 tested, 3.5% active;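 also: Gal4-VP16 expression switched on by copper sulfate through the metallothionein promoter; % is scaled to controls: 0 for no effect and ±100 for the full control effect; nearly all actives have a fitted effect of over 50% in size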
NPC1 prom act – activates the NPC1 promoter; Huh7 NPC1 promoter luciferase reporter, 24 h; 320,000 tested, 2.4% active; Potency, µM (top dose mostly 9.22 µM), for inactives: at the highest dose activation, most hits filed as activators;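 also: % of control where 0% means no effect; nearly all actives have a fitted effect of over 60% in size; reporter is driven by a mutant NPC1 promoter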
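Stable NPC1-promoter luciferase Huh7 line; cpd (DMSO) 24 h, 37 °C, 5% CO2; Amplite luciferase reagent 10 min RT; luminescence readout. qHTS format.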
BRCA1 expr act – activators of BRCA1 expression. MCF7-BRCA1-FFLuc reporter, luminescence, 48 h; response scale: scaled: vehicle 0%, 10 µM genistein 100%. Potency, µM (top dose mostly 46.1 µM), for inactives: at the top dose activation, hits mostly activators. 380,000 tested, 1.1% active. AID 624202; also: nearly all actives have a fitted effect of over 80% in size; some results filed as inactive show a strong effect at the top dose
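Compounds are tested at multiple concentrations on MCF7 BRCA1-luciferase reporter cells seeded at 2000 per well; after 48 h, a single luminescence end-point is taken and curves fitted to the normalized data.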
Rab9 promoter act – activates the Rab9 promoter | Huh7 Rab9 promoter-luciferase reporter, luminescence, 24 h | Potency, µM (top dose mostly 9.22 µM), inactives show top-dose activation, negative = inhibition, most hits filed as activators | 320,000 tested, 2.8% active | AID 485297; also: % of control where 0% means no effect; nearly all actives have a fitted effect of over 60% in size
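Using Huh7 cells stably transfected with Rab9 promoter–luciferase, compounds were incubated 24 h at 37 °C, 5% CO2; luciferase luminescence was read 10 min after reagent addition.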
uPA surface inh – blocks generation of uPA at the cell surface; 330,000 tested, 0.31% active; Potency, µM (top dose mostly 38.3 µM), for inactives: top-dose activity change, negative = inhibition, hits mostly inhibitors; AID 540303; cell surface uPA generation assay, qHTS; active = well fitted inhibition curve with a large enough effect; inconclusive = small, poorly fitted or top-dose-only effect; inactive = no such curve, though single readings can be large or run the other way; tested in mouse RAW 264.7 cells; also: % is scaled to controls: 0 for no effect and ±100 for the full control effect; nearly all actives have a fitted effect of over 55% in size
ELG1 genotoxic – genotoxicity induction in ELG1-luciferase HEK293T cells. HEK293T ELG1-luciferase reporter, luminescence, 16 h. Potency, µM (doses to about 46 µM), for the others: top-dose activity change, positive = activation, actives largely listed as activators. 330,000 tested, 1.3% active; also: % of control where 0% means no effect; nearly all actives have a fitted effect of over 60% in size
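ELG1-luciferase HEK293T cells, 2,000/well; compound pinned in; 16 hr, 37 °C, 5% CO2; ONE-Glo, 30 min RT; luminescence on CCD imager.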
MBNL1-CUG inh – blocks human MBNL1 binding to CUG repeat RNA | 280,000 tested, 0.036% active | Potency, µM (top dose mostly 57.5 µM), without a hit: at the top dose activity change, negative = inhibition, most hits filed as inhibitors | TR-FRET MBNL1-His/biotin-(CUG)12 binding, 665/545 ratio | Q9NR56; active = well fitted inhibition curve with a large enough effect in the signal ratio, with a control signal flat, not every such curve was filed as active; inconclusive = small, poorly fitted or top-dose-only effect, or effect the other way, or a change in a side signal; inactive = no such curve, though single readings can be large or run the other way; the % refers to the signal ratio; also: % is scaled to controls: 0 for no effect and ±100 for the full control effect
Target sequence (Q9NR56 whole entry, looked up): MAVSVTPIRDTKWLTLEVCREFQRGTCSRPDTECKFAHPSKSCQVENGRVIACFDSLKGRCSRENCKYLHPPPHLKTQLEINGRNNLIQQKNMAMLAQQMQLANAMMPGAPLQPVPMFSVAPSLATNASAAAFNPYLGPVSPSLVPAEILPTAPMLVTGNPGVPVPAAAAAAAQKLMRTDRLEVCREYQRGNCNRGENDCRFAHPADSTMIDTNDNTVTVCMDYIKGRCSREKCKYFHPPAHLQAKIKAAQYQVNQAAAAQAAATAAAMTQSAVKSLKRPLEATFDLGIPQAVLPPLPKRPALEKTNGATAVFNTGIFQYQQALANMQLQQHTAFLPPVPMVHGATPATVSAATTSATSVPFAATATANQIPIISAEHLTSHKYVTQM
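MBNL1-His + Biotin-(CUG)12, cpd titration 92 nM–58 uM; Tb anti-His Ab 0.055 ng/ul, SA-XL665 5 nM (final); 60 min RT; ratiometric 665/545 nm, Ex 340 nm; normalized to buffer and full-complex controls.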
RORgamma inh – ROR gamma (mouse) transcription inhibition; Drosophila S2 Gal4-RORgamma UAS-luciferase reporter, 20 h; Potency, µM (doses to about 53.6 µM), for inactives: at the top dose activity change, negative = inhibition, most hits filed as inhibitors; 310,000 tested, 5.4% active; AID 2551; also: % is scaled to controls: 0 for no effect and ±100 for the full control effect; nearly all actives have a fitted effect of over 60% in size
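Drosophila S2 cells stably expressing Gal4-DBD/mouse RORγ fusion under metallothionein promoter plus UAS-luciferase; compound 1 h, then 700 uM CuSO4 induction for 20 h at ambient temperature; inhibition read as reduced luminescence.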
FLuc counter – firefly luciferase modulation, counter-screen for miR-21 project; purified FLuc, Km substrates, luminescence inhibition; AID 588342; Potency, µM (series often up to 57.5 µM), for the others: at the highest dose activity change, negative = inhibition, actives largely listed as inhibitors; 360,000 tested, 6.9% active; P08659;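 also: plate controls were vehicle for no effect and reference inhibitor for full effect; nearly all actives have a fitted effect of over 55% in size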
Target sequence (P08659 whole entry, looked up): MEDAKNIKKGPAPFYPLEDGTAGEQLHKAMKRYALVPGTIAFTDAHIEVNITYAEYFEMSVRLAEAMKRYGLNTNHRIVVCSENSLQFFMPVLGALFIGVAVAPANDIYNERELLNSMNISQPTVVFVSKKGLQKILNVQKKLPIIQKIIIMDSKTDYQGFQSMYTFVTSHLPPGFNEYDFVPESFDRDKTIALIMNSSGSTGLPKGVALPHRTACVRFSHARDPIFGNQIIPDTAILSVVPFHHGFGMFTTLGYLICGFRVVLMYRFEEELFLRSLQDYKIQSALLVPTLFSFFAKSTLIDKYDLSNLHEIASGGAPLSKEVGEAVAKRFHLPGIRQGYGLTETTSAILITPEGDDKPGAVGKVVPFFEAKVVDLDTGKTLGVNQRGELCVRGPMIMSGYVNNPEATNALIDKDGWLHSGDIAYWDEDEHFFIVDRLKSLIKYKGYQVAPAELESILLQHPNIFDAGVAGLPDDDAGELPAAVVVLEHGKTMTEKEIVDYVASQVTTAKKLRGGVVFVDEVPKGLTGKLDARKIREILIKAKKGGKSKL
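Purified P. pyralis luciferase, 10 nM final, with Km-level 10 uM D-luciferin and 10 uM ATP in 50 mM Tris acetate pH 7.5, 10 mM Mg acetate, 0.01% Tween-20, 0.05% BSA; 6-point qHTS titration about 60 µM downward; luminescence read.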
p53 reactivator – restores transcriptional activity of mutant p53 | H1299 p53-A138V BP100-luciferase reporter, luminescence, 24 h | Potency, µM (doses to about 92.2 µM), without a hit: at the top dose activity change, positive = activation, usual class: activators | 320,000 tested, 0.063% active | AID 504706; also: % of control where 0% means no effect; nearly all actives have a fitted effect of over 45% in size
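H1299 (p53-null), stable ts p53-A138V + BP100-Luc; 1000 cells/well, Opti-MEM/10% FBS; cpd 4 pt, 1:5; 24 h, 37 deg C, 5% CO2; detection reagent 10 min RT; luminescence.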
Numbers without * were called inactive; ? = inconclusive; . = not tested or not shown; [ ] = another dose, or the depositor's remark. Unless noted, calls follow the shape of the dose curve; as a rule, active = well fitted curve in the direction sought with a large enough effect; inconclusive = small, poorly fitted or top-dose-only effect, or another doubt; inactive = no such curve, though single readings can be large; an effect the other way counts as inactive or inconclusive. Potency is read from the fitted curve at half-maximal effect.

SMILES	Gal4-VP16 FLuc	NPC1 prom act	BRCA1 expr act	Rab9 promoter act	uPA surface inh	ELG1 genotoxic	MBNL1-CUG inh	RORgamma inh	FLuc counter	p53 reactivator
CCOC(=O)c1ccc2c(c1)n(CCO)c(C)[n+]2CC	10%	-4%	2%	4%	-3%	0%	0%	0%	0%	-2%
Cc1ccc(OCC(=O)N(Cc2cccc(F)c2)C2CCS(=O)(=O)C2)cc1 (stereo unspecified)	9%	0%	1%	-2%	-3%	0%	-7%	3%	0%	-15%
Cc1sc(/C=C2\C(=O)ON=C2c2ccccc2)cc1Br	12%	-1%	.	-3%	.	0%	0%	9%	?	-9%
COc1cc(CC(=O)Nc2sccc2C(N)=O)cc(OC)c1OC	2%	4%	-4%	2%	-2%	7%	2%	0%	1%	-7%
O=S(=O)(CCN1CCOCC1)c1ccccc1	1%	-1%	-2%	-3%	-1%	-3%	-9%	5%	0%	4%
COC(=O)c1c(NC(=O)CSc2nnnn2-c2ccccc2)sc2c1CCCC2	-16%	2%	-34%	3%	0%	-3%	3%	2%	-1%	7%
Cc1cc(NC(=O)c2ccc(Cl)cc2)n(-c2ccccc2)n1	-5%	-4%	-14%	-3%	14%	2%	-1%	-21%	-15%	3%
Cc1ccc(C(C(=O)NC2CCCC2)N(Cc2cccs2)C(=O)CNC(=O)c2cccs2)o1 (stereo unspecified)	-7%	-1%	-33%	-2%	-2%	2%	-5%	30%	7%	9%
CSCCC(NS(=O)(=O)c1ccccc1F)C(=O)NCC(c1ccco1)N(C)C (stereo unspecified)	.	.	-8%	.	0%	1%	.	.	.	0%
COc1ccc(/C=C/C(=O)NC2CC3CCC2C3)cc1 (stereo unspecified)	16%	12%	?	19%	-4%	?	9%	19%	17µM*	.
COc1cccc(Cn2nnc(C(=O)NCc3ccc4c(c3)OCO4)c2N)c1	-20%	-3%	-26%	-1%	5%	-6%	-24%	7%	-14%	-1%
CCOc1ccc(-n2c(=S)sc3c(=O)n(-c4ccccc4)c(SC)nc32)cc1	3%	11%	2%	-3%	-3%	-3%	-7%	-10%	0%	-12%
Clc1ccccc1-c1ccc2ncnc(NCc3cccnc3)c2c1	-16%	-2%	-21%	1%	12%	5%	.	?	1%	-6%
Cc1ccc2sc(N(CCN(C)C)C(=O)c3ccc4ccccc4c3)nc2c1C	-3%	-9%	-14%	-9%	?	-24%	19%	1%	3%	17%
Cc1c(C(=O)NN)sc(-c2ccccc2)c1C#N	?	-1%	-38%	-8%	-2%	-7%	31%[activator]	10µM*	-9%	2%
COc1ccccc1NC(=O)CCN1CCN(CCC(=O)Nc2ccccc2OC)CC1	0%	5%	.	14%	.	-1%	-6%	-17%	1%	3%
CCc1ccccc1OCC(=O)NC1CCCC1	14%	-1%	-1%	-3%	0%	4%	-5%	-14%	-2%	-2%
COc1ccccc1C(CNC(=O)c1cc(C)nc2ccccc12)N(C)C (stereo unspecified)	5%	-2%	-12%	0%	2%	-1%	5%	1%	-1%	-14%
O=C(Nc1ccccc1)N1CCCC1c1cccs1 (stereo unspecified)	4%	-1%	-1%	2%	15%	-2%	-2%	-13%	5%	4%
COc1ccc(N=c2cc(-c3ccc(OC)cc3)oc3ccccc23)cc1	0%	-1%	-21%	-5%	-9%	-4%	21%	-11%	2%	1%
O=C(NC1CC2CCCC(C1)N2Cc1ccccc1)c1cccc(Cl)c1 (stereo unspecified)	-8%	-4%	3%	0%	-1%	-4%	3%	2%	4%	.
COC(=O)c1cccc(CSc2nc3ccccc3[nH]2)c1	?	2.5µM*	-21%	?	?	?	-26%	31%	7.6µM*	?
Cc1cc(=O)n(C)c(=O)n1CCCCOc1cccc([N+](=O)[O-])c1	-12%	-4%	-1%	-1%	-1%	2%	?	7%	0%	-3%
CC(C)(C)c1ccc(C(CC(=O)O)NC(=O)Cc2ccc(Cl)cc2)cc1 (stereo unspecified)	0%	2%	3%	-4%	5%	1%	-16%	-1%	-1%	-9%
CCCCn1c(C)cc2c(c1=O)C1O[C@](c3ccc(OC)cc3)(Cc3cc(OC)c(OC)cc31)O2	-28%[10 µM]	-6%[1.84 µM]	.	3%[1.84 µM]	.	.	-1%[11.5 µM]	10%[10 µM]	?	.
Cc1ccc([N+](=O)[O-])cc1NC(=O)CCCOc1ccccc1	-1%	-9%	0%	-8%	1%	-2%	7%	6%	4%	2%
CCCN1C(=O)SC(CC(=O)Nc2ccc(Br)cc2)C1=O (stereo unspecified)	0%	-3%	-7%	-5%	0%	0%	-4%	28%	2%	5%
CC(=O)Nc1cc([N+](=O)[O-])ccc1N1CCOCC1	-9%	-1%	-5%	1%	1%	1%	?	-11%	0%	0%
CC(=O)Nc1ccc(C2NC(=O)c3ccccc3O2)cc1 (stereo unspecified)	3%	7%	1%	10%	0%	-1%	-9%	19%	-2%	6%
Cc1ccc(OCC(=O)N(C)CC(=O)Nc2ccc(Cl)c(C(F)(F)F)c2)c([N+](=O)[O-])n1	.	-6%	-21%	1%	-3%	-4%	.	.	2%	-21%

Molecules from the list above with a furan ring, fused or not (2):
SMILES	Gal4-VP16 FLuc	NPC1 prom act	BRCA1 expr act	Rab9 promoter act	uPA surface inh	ELG1 genotoxic	MBNL1-CUG inh	RORgamma inh	FLuc counter	p53 reactivator
Cc1ccc(C(C(=O)NC2CCCC2)N(Cc2cccs2)C(=O)CNC(=O)c2cccs2)o1 (stereo unspecified)	-7%	-1%	-33%	-2%	-2%	2%	-5%	30%	7%	9%
CSCCC(NS(=O)(=O)c1ccccc1F)C(=O)NCC(c1ccco1)N(C)C (stereo unspecified)	.	.	-8%	.	0%	1%	.	.	.	0%

Next part:
SMILES	Gal4-VP16 FLuc	NPC1 prom act	BRCA1 expr act	Rab9 promoter act	uPA surface inh	ELG1 genotoxic	MBNL1-CUG inh	RORgamma inh	FLuc counter	p53 reactivator
Cc1ccc(S(=O)(=O)N2CCN(C(=O)C3CC3C)CC2)c(C)c1 (stereo unspecified)	.	-1%	-8%	-5%	0%	-2%	.	.	14%	-1%
CCCc1nn(C(=O)c2ccccc2)c2c1C(=O)CC(C)(C)C2	1%	-1%	7%	2%	1%	-1%	-1%	1%	-2%	-1%
COc1ccc(OCc2cc(C(=O)N3CCN(CC(=O)N(C)C)CC3)no2)c(Cl)c1	19%	-1%	14%	8%	-9%	6%	-1%	9%	-19%	-2%
CC(C)(C)c1ccc(C(=O)NCc2nnc(SCC(=O)NCc3ccco3)o2)cc1	-6%	3%	0%	2%	-1%	7%	2%	22%	19µM*	-14%
O=C(CSc1nnc(-c2ccco2)o1)N1CCCCC1	0%	?	?	3.2µM*	-3%	19%	-1%	-19%	?	18%
COC(=O)C1C(c2ccccc2)C(C(=O)N2CCN(C)CC2)C1c1ccccc1 (stereo unspecified)	-11%	-3%	6%	0%	.	-8%	4%	-3%	2%	-12%
COc1cc2c(cc1NC(=O)CN(C)Cc1nc3ccccc3c(=O)[nH]1)oc1ccccc12	11µM*	0%	-75%[inhibitor]	3%	-3%	-35%[inhibitor]	2%	4.5µM*	-15%	-4%
Cn1nc(-c2ccc(C(=O)NC3CCCCC3)cc2)c2ccccc2c1=O	-12%	-8%	-32%	0%	-6%	5%	333%[activator]	30%	0%	-4%
O=C(CSc1ncccn1)NC(=O)NCc1ccccc1	3%	-4%	-26%	-1%	1%	0%	-2%	14%	-3%	-1%
COc1ccc(-c2csc3ncnc(N4CCN(S(=O)(=O)c5cccc(C(F)(F)F)c5)CC4)c23)cc1	.	-1%	-46%	-4%	3%	?	.	.	-1%	1%
Cc1c(OC(C)C(=O)NCC2CCC(C(=O)O)CC2)ccc2c(-c3ccccc3)cc(=O)oc12 (stereo unspecified)	-6%	0%	4%	-5%	-1%	8%	?	13%	-4%	0%
COc1ccccc1CC(=O)N1CCN(S(=O)(=O)c2ccccc2)CC1	7%	-1%	-1%	1%	5%	0%	1%	24%	4%	1%
O=[N+]([O-])c1cccc(-c2c(-c3ccccc3)ncc3cc(F)ccc23)c1	.	12%	40%	0%	-17%	-3%	.	.	?	19%

Ordered by value in uPA surface inh (highest first): 5 from the list above.
Molecule	uPA surface inh
COc1ccccc1CC(=O)N1CCN(S(=O)(=O)c2ccccc2)CC1	5%
Cc1ccc(S(=O)(=O)N2CCN(C(=O)C3CC3C)CC2)c(C)c1 (stereo unspecified)	0%
CC(C)(C)c1ccc(C(=O)NCc2nnc(SCC(=O)NCc3ccco3)o2)cc1	-1%
O=C(CSc1nnc(-c2ccco2)o1)N1CCCCC1	-3%
COc1ccc(OCc2cc(C(=O)N3CCN(CC(=O)N(C)C)CC3)no2)c(Cl)c1	-9%
